# IL1B NFkB pot: enhancers of NFkB p65 translocation in HUVEC – imaging, IL-1B stimulus, high-content imaging, primary screen | HUVEC IL-1B NFkB p65 nuclear translocation imaging | activation, % at 2 µM | 94,000 compounds, 0.3% hits | AID 819, 2007;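 active = activation above 40%, about the mean plus 3 SD, also judged a hit on visual image review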;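 also: percent activation is computed from the nuclear over cytoplasmic p65 intensity ratio; values of inactives mirror those of a sister screen read the other way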
# NFkB transloc inh: inhibitors of IL-1B driven NFkB p65 nuclear import, primary screen, imaging, HUVEC, IL-1B stimulus, high-content imaging. HUVEC IL-1B NFkB p65 nuclear translocation imaging. inhibition, % at 2 µM. 94,000 compounds, 0.43% hits;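 active = inhibition above about 30% together with a positive call from visual inspection of the well image, limit read from the data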;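 also: nuclear over cytoplasmic p65 intensity ratio measured by imaging; 0% = IL-1B stimulated DMSO wells and 100% = unstimulated DMSO wells; values of inactives mirror those of a sister screen read the other way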
# PLAP inhibition: PLAP enzyme inhibitors, biochemical, luminescence, HTS (AID 690) | Alkaline phosphatase, placental type (Homo sapiens) | purified PLAP, luminescent substrate; higher % means a stronger effect | one-dose inhibition, % at 20 µM; IC50 in µM for titrated hits | 96,000 compounds, 0.08% hits; in the data active = a potency from the dose series; inactive = the rest, 99 in 100 with inhibition below about 30%; also: strong numbers were not always called active
# MRP reversal: reversal of MRP1-mediated doxorubicin resistance, primary screen, H69AR cells, doxorubicin co-treatment; H69AR cells + 2 uM doxorubicin, CellTiter-Glo, 72 h; differential viability (reversal), % at 10 µM; 85,000 compounds, 0.04% hits; AID 602, 2007;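 active = viability drop by adding the cancer drug above about 55%, with treated viability meeting a 40% cutoff, limit read from the data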;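 also: viability without doxorubicin minus viability with 2 µM doxorubicin for each compound; larger differential means the compound sensitizes cells more to doxorubicin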
# Bcl-B displacement: displacers of TR3 peptide from Bcl-B, primary screen, selectivity assay for Bfl-1 inhibitor project, biochemical, fluorescence polarization. FP displacement of FITC-TR3 peptide from Bcl-B; higher % means a stronger effect. displacement, % at 20 µM; hits with a dose series show IC50 in µM. Bcl-2-like protein 10 (Homo sapiens). 96,000 compounds, 0.11% hits. AID 748, 2007;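 active = displacement above 50% at 20 µM plus a fluorescence interference ratio under 1.5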;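 also: plate controls were wells without compound for no effect and wells lacking Bcl-B protein for full effect; a part of the inactive calls stands beside numbers as strong as those of hits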
# MRP reversal cytotoxicity: also measured in MRP reversal; calls as there; viability, %; H69AR cells, CellTiter-Glo, 72 h; measured here: cytotoxicity without doxorubicin
# MRP reversal with doxorubicin: also measured in MRP reversal; calls as there; viability, %; measured here: viability with 2 uM doxorubicin; active compounds read low
# NFkB transloc inh cell count 2 µM: second read-out of NFkB transloc inh, no call of its own (marks repeat the call); cell count; measured here: cells passing quality filter;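 raw number of nuclei counted in each imaged well without normalization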
# IL1B NFkB pot cell count 2 µM: further read-out of IL1B NFkB pot, marked with its call; cell count; measured here: cells passing quality filter
# Starred values were filed as active, the others as inactive; / = not tested or not shown. Some of the compounds tested; the hit share may differ from the screen's.
SMILES,IL1B NFkB pot,IL1B NFkB pot cell count 2 µM,NFkB transloc inh,NFkB transloc inh cell count 2 µM,PLAP inhibition,MRP reversal,MRP reversal cytotoxicity,MRP reversal with doxorubicin,Bcl-B displacement
Cc1cc(C)nc(Nc2ncc(O)n2-c2ccc(C)c(C)c2)n1,6,168,-6,168,-161%,9,90,81,-5%
CC(C)N1C(=O)CC2(CC[N+](C)(CCOC(=O)C(c3ccccc3)c3ccccc3)CC2)C1=O (stereo not given),4,161,-4,161,-8%,/,/,/,-7%
Nc1cc(=O)[nH]c(SCC(=O)Nc2ccc(F)c(Cl)c2)n1,18,160,-18,160,3%,10,107,97,2%
CCOC(=O)c1nn(-c2ccccc2)c(=O)cc1SC(C)C,4,114,-4,114,0%,/,/,/,-2%
CCCSC1=C(C#N)C(c2ccc(O)c(OC)c2)CC(=O)N1 (stereo not given),-13,186,13,186,-2%,13,95,82,-5%
Cc1noc(C)c1CSc1nnc2c(C)cc3ccccc3n12,8,98,-8,98,/,0,82,83,/
COc1cc(C(=O)N2CCCC(c3nc(-c4cccs4)no3)C2)cc(OC)c1OC (stereo not given),8,155,-8,155,-38%,9,66,56,-1%
CCn1c(SCC(=O)NC(C)c2ccccc2)nc2ccccc21 (stereo not given),-2,169,2,169,35%,/,/,/,-15%
CCOC(=O)C(Cc1ccccc1)NC(=O)CCc1c(C)nc2nc(C)nn2c1C (stereo not given),-14,170,14,170,-19%,23,106,84,-1%
Cc1ccc(CN2CC34C=CC(O3)C(C(=O)NCc3ccco3)C4C2=O)cc1 (stereo not given),-7,115,7,115,-20%,/,/,/,-5%
O=C1N2CCSC2=NC1(NS(=O)(=O)c1ccccc1)C(F)(F)F (stereo not given),3,124,-3,124,8%,1,88,86,-2%
O=C(c1cnn2c(C(F)F)cc(-c3ccccc3)nc12)N1CCOCC1,-2,152,2,152,/,/,/,/,/
CCN(CC)S(=O)(=O)c1cc(F)ccc1OC,-6,26,6,26,/,-3,93,96,/
Cn1nc([N+](=O)[O-])nc1N1CCN(c2ccc(F)cc2)CC1,-2,87,2,87,20%,2,101,99,-1%
Cc1c(Cl)cccc1Nc1nc(N)nc(CSCCO)n1,30,144,-30,144,/,-2,4,6,/

# A second format for some results above:
# Below each compound – IL1B NFkB pot	IL1B NFkB pot cell count 2 µM	NFkB transloc inh	NFkB transloc inh cell count 2 µM	PLAP inhibition	MRP reversal	MRP reversal cytotoxicity	MRP reversal with doxorubicin	Bcl-B displacement
CCn1c(SCC(=O)NC(C)c2ccccc2)nc2ccccc21 (stereo not given)
  -2	169	2	169	35%	/	/	/	-15%
CCOC(=O)C(Cc1ccccc1)NC(=O)CCc1c(C)nc2nc(C)nn2c1C (stereo not given)
  -14	170	14	170	-19%	23	106	84	-1%

# The main list resumes, repeating the 2 entries before the break.
SMILES,IL1B NFkB pot,IL1B NFkB pot cell count 2 µM,NFkB transloc inh,NFkB transloc inh cell count 2 µM,PLAP inhibition,MRP reversal,MRP reversal cytotoxicity,MRP reversal with doxorubicin,Bcl-B displacement
Cn1nc([N+](=O)[O-])nc1N1CCN(c2ccc(F)cc2)CC1,-2,87,2,87,20%,2,101,99,-1%
Cc1c(Cl)cccc1Nc1nc(N)nc(CSCCO)n1,30,144,-30,144,/,-2,4,6,/
COC(=O)CSc1nnc2n(C3CCCCC3)c(=O)c3c4c(sc3n12)CCCC4,3,198,-3,198,-24%,/,/,/,0%
CCCOC(=O)C1=C(C)OC23OC(N)=C(C#N)C12C(=O)c1ccccc13 (stereo not given),4,85,-4,85,/,17,91,74,/
COCc1cc(C)nc2sc(C(=O)N3CCCCC3)c(N)c12,13,159,-13,159,-33%,16,95,79,-7%
O=C(NC(=S)Nc1ccc(N2CCCCC2)cc1)c1ccco1,4,135,-4,135,9%,/,/,/,-1%
COc1ccc(CN(Cc2cc3cc(OC)c(OC)cc3[nH]c2=O)C(=O)NC2CCCCC2)cc1,-5,137,5,137,16%,/,/,/,0%
Cc1ccccc1CN1CCN(C/C=C/c2ccccc2)CC1,/,/,/,/,11%,-3,94,97,-12%
Cc1ccc(CN2CCN(Cc3ccccc3C(F)(F)F)CC2)cc1,22,142,-22,142,0%,/,/,/,-3%
CCC(c1nnnn1C(C)(C)C)N1CCN(C2CCCC2)CC1 (stereo not given),34,108,-34,108,-26%,-5,97,102,3%
N#Cc1cccc(NC(=O)CSc2ccc3c4c(cccc24)C(=O)c2ccccc2-3)c1,-19,217,19,217,-16%,/,/,/,31%
Cc1ccc(CCNC(=O)c2ccc(CS(=O)(=O)Cc3ccccc3F)o2)cc1,/,/,/,/,-15%,-8,72,79,-2%
O=C1CCCCCN1CP(=O)(O)CN1CCOCC1,/,/,/,/,16%,-10,93,103,2%
O=C(CCCOc1ccc(Cl)cc1Cl)N1CCc2ccccc2C1,-4,64,4,64,/,-10,84,94,/
O=C(CCN1C(=O)c2ccncc2C1=O)Nc1ccc(F)cc1,-2,157,2,157,26%,-10,85,95,-7%
CCCC12CN3CC(CCC)(CN(C1)C3C(O)C(O)C(O)CO)C2=O (stereo not given),14,203,-14,203,1%,/,/,/,2%
C=CCOC(=O)C1=C(C)Nc2nnnn2C1c1ccc(OC)cc1OC (stereo not given),-2,151,2,151,15%,3,99,96,21%
CCOC(=O)c1c(-c2ccccc2)nc2c(C)cccn12,8,142,-8,142,-5%,/,/,/,2%
O=C(COC(=O)c1cccc(S(=O)(=O)N2CCN(c3ccccc3)CC2)c1)NCc1ccco1,-2,162,2,162,-8%,11,81,71,-4%
CCOC(=O)N1CCN(S(=O)(=O)c2ccc(OCC)c3ccccc23)CC1,5,136,-5,136,-40%,5,69,64,-2%
COc1ccc(-c2nc(Cn3c(SCc4ccc(C)cc4)nc4ccncc43)c(C)o2)cc1OC,23,79,-23,79,-81%,-18,19,37,-5%
Cc1ccc(-c2nnn(CC(=O)N(CC(=O)NCC3CCCO3)c3ccc(F)c(Cl)c3)n2)o1 (stereo not given),-2,119,2,119,-36%,-5,86,92,-7%
Cc1ccc(-n2c(Cc3cccs3)nnc2SCC(=O)Nc2ccc(S(N)(=O)=O)cc2)cc1,-12,137,12,137,-28%,-13,61,74,-1%
O=C(Nc1nncs1)c1ccc(Br)c(S(=O)(=O)N2CCCC2)c1,11,120,-10,120,-8%,10,94,84,-1%
O=C(C(Cc1ccccc1)n1cccc1)N1CCCCCC1 (stereo not given),4,74,-4,74,-14%,32,108,76,1%
CCCn1c(CNS(=O)(=O)c2ccc(C)cc2)nc2ccccc21,/,/,/,/,-40%,-6,97,103,-9%
CCCCC(=O)Nc1nc(C)c(C(C)=O)s1,0,166,0,166,-2%,0,89,89,-5%
COc1ccnc(Oc2ccccc2)c1C#N,4,162,-4,162,-11%,/,/,/,12%
CCn1cc(C2=NOC(C(=O)Nc3cc(C)nn3-c3ccccc3)C2)c(C)n1 (stereo not given),/,/,/,/,-41%,5,86,81,-3%
C=CCn1c(SCC(=O)Nc2cc(NC(C)=O)ccc2OC)nnc1-c1ccccn1,-9,109,9,109,-56%,15,100,85,2%
CCOC(=O)CCC(=O)N1CCNC(=O)C1,/,/,/,/,-1%,8,96,88,-2%
OC(COc1ccc2cc(Br)ccc2c1)CN1CCCC1 (stereo not given),6,142,-6,142,-59%,-3,100,103,7%

# Shown with two lines to a compound: entries from further up
# Second line of a record – IL1B NFkB pot	IL1B NFkB pot cell count 2 µM	NFkB transloc inh	NFkB transloc inh cell count 2 µM	PLAP inhibition	MRP reversal	MRP reversal cytotoxicity	MRP reversal with doxorubicin	Bcl-B displacement
- O=C(CCN1C(=O)c2ccncc2C1=O)Nc1ccc(F)cc1
 : -2	157	2	157	26%	-10	85	95	-7%
- Cc1ccc(-n2c(Cc3cccs3)nnc2SCC(=O)Nc2ccc(S(N)(=O)=O)cc2)cc1
 : -12	137	12	137	-28%	-13	61	74	-1%

# Going on with the list.
SMILES,IL1B NFkB pot,IL1B NFkB pot cell count 2 µM,NFkB transloc inh,NFkB transloc inh cell count 2 µM,PLAP inhibition,MRP reversal,MRP reversal cytotoxicity,MRP reversal with doxorubicin,Bcl-B displacement
O=C(COc1ccccc1O)Nc1ccc(Cl)cc1,26,93,-23,93,-8%,-3,100,103,8%
CNc1nc2c(c(=O)n(C)c(=O)n2C)n1Cc1ccccc1,-2,199,2,199,10%,14,102,89,4%
COc1ccc(NC(=O)C2CCCN(S(=O)(=O)c3cnc[nH]3)C2)cc1 (stereo not given),-5,194,5,194,6%,-6,99,105,-4%
O=C(NCc1ccccc1Cl)C1CCCN(S(=O)(=O)c2cccc3nsnc23)C1 (stereo not given),10,129,-10,129,-4%,5,91,87,-72%
CCc1nc(SCC(=O)c2ccc(C)c(C)c2)n[nH]1,8,159,-8,159,-217%,10,100,90,-7%
CCOC(=O)c1c(NC(=O)CSc2nnc(-c3ccncc3)n2Cc2ccco2)sc(C)c1C,15,56,-3,174,-68%,15,83,68,8%
COc1ccc(C(=O)Nc2ccc(S(=O)(=O)N3CCOCC3)cc2)cc1OC,6,183,-6,183,11%,-7,88,95,0%
CC1(C)Oc2ccc3ccc(=O)oc3c2/C(=C/N)C1=O,-7,151,6,151,14%,24,103,80,0%
CC(=O)N(CC(=O)O)c1ccccc1C(=O)O,13,123,-13,123,-2%,/,/,/,10%
O=[N+]([O-])c1ccc2nc(-c3ccc(Cl)cc3)n(OCc3ccccc3)c2c1,2,183,-2,183,9%,/,/,/,-23%
C=CCNC(=O)C1CCN(S(=O)(=O)CC)CC1,21,157,-21,157,2%,-9,96,105,-4%
C=CCn1c(COc2ccccc2F)nnc1SCC(=O)NC(=O)NCc1ccco1,/,/,/,/,18%,-6,88,93,20%
CN(NC(=O)c1ccc(Cl)cc1)c1nc(-c2ccccc2)nnc1C(F)(F)F,11,216,-11,216,6%,/,/,/,3%
O=C(NCc1cccnc1)c1nnc(Cc2ccc(F)cc2)o1,-3,118,3,118,6%,5,97,92,6%
CCC(C)(C)c1ccc(Oc2ccc(NC(=O)COC(=O)C3=COCCO3)cc2)cc1,-4,180,4,180,-186%,/,/,/,-64%

# 3 compounds already listed, arranged by heavy-atom count, largest number first.
SMILES,IL1B NFkB pot,IL1B NFkB pot cell count 2 µM,NFkB transloc inh,NFkB transloc inh cell count 2 µM,PLAP inhibition,MRP reversal,MRP reversal cytotoxicity,MRP reversal with doxorubicin,Bcl-B displacement
O=C(NCc1ccccc1Cl)C1CCCN(S(=O)(=O)c2cccc3nsnc23)C1 (stereo not given),10,129,-10,129,-4%,5,91,87,-72%
O=C(NCc1cccnc1)c1nnc(Cc2ccc(F)cc2)o1,-3,118,3,118,6%,5,97,92,6%
CCc1nc(SCC(=O)c2ccc(C)c(C)c2)n[nH]1,8,159,-8,159,-217%,10,100,90,-7%

# The list continues:
SMILES,IL1B NFkB pot,IL1B NFkB pot cell count 2 µM,NFkB transloc inh,NFkB transloc inh cell count 2 µM,PLAP inhibition,MRP reversal,MRP reversal cytotoxicity,MRP reversal with doxorubicin,Bcl-B displacement
CCOC(=O)c1sc(NC(=O)CSc2nnnn2-c2ccccc2)nc1C,-9,210,9,210,-6%,-9,72,80,-16%
COc1cc(OC)c(C2=NOC(C(=O)N3CCCc4ccccc43)C2)cc1Cl (stereo not given),-12,132,12,132,-49%,8,78,70,5%
CSc1ccc(Cl)c(C(=O)OCC(=O)NCc2ccco2)c1,-12,64,12,64,-42%,6,84,78,6%
O=C(CN1CCN(c2ccc(F)cc2)CC1)N1CCOCC1,7,135,-7,135,-2%,/,/,/,7%

# Compound activity (PubChem BioAssay)
